# High-throughput results from PubChem.
# Shiga toxin inh: Shiga toxin inhibition; Vero cells, Shiga toxin protein synthesis inhibition reporter; inhibition, % at 38.7 µM; 290,000 compounds, 9.2% hits; AID 2315; in the data active = inhibition mostly above about 28%, no sharp cut-off; inactive = mostly below about 43%; note: 0% is about no effect
# LmPK inhibitor: inhibitors of Leishmania mexicana pyruvate kinase. Q27686. purified LmPK, Kinase-Glo ATP luminescence, 1 h. Potency, µM (top dose mostly 57.5 µM), for the others: at the highest dose activity change, negative = inhibition, most hits filed as inhibitors. 290,000 compounds, 0.37% hits; note: potency is the fitted concentration of half-maximal effect; % is set by controls: 0 for no effect and ±100 for the full control effect
# Target sequence (Q27686 whole entry, looked up): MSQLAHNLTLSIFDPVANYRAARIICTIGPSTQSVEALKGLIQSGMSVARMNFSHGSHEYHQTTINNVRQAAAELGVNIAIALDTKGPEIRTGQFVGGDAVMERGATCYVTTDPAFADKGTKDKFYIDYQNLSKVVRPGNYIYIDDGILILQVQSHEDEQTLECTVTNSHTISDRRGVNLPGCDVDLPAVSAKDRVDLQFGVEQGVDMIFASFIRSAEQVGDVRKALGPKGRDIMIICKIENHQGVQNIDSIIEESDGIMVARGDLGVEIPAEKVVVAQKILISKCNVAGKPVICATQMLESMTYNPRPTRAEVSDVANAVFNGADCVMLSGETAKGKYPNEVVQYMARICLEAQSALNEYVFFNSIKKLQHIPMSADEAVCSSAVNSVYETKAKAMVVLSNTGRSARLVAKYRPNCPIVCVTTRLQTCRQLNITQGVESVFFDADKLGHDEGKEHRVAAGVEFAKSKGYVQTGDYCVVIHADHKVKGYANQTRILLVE
#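 Purified LmPK (0.1 nM) with 0.5 mM PEP and 0.1 mM ADP in imidazole buffer pH 7.2 with MgCl2/KCl, 1 h at room temperature. ATP formed was read by luciferase luminescence and normalized to no-enzyme and uninhibited controls.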
# TbPYK inhibitor: T. brucei pyruvate kinase inhibition | Q57TT1 | TbPYK enzyme, Kinase-Glo Plus ATP luminescence, 45 min | Potency, µM (titrated, usually from 76.8 µM), for the others: at the top dose activity, negative = inhibition, usual class: inhibitors | 410,000 compounds, 0.12% hits | AID 624173; note: potency is the fitted concentration of half-maximal effect; % is set by controls: 0 for no effect and ±100 for the full control effect; nearly all actives have a fitted effect of over 50% in size
#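 Glycolytic pyruvate kinase of T. brucei was incubated with substrate, test compound and 130 uM ADP for 45 minutes at room temperature. Luminescent Kinase-Glo Plus signal was measured after 10 minutes.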
# CHX counter: counter-screen hit for Shiga toxin inhibitors, cycloheximide | cell reporter, cycloheximide protein synthesis inhibition counterscreen | max response, % | 300,000 compounds, 12% hits | AID 2314; in the data active = max response mostly above about 13%, no sharp cut-off; inactive = mostly below about 14%; note: read at 38.3 µM for the half of the compounds with a filed dose; 0% is about no effect
# Pf growth 48h: P. falciparum growth inhibition at 48 hours (one generation). P. falciparum luciferase growth in erythrocytes, 48 h. Potency, µM (highest dose often 28.7 µM), inactives show at the highest dose activity change, negative = inhibition, hits mostly inhibitors. 310,000 compounds, 5.9% hits. AID 504832; note: potency is the fitted concentration of half-maximal effect; % is set by controls: 0 for no effect and ±100 for the full control effect
#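 Luciferase-expressing P. falciparum in infected erythrocytes (2% hematocrit, 0.1% parasitemia final) in RPMI 1640/0.5% Albumax were exposed to compound for 48 hours at 37 C, 5% CO2; growth read as luminescence.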
# Pf growth 96h: P. falciparum growth inhibition at 96 hours. P. falciparum luciferase reporter growth, 96 h. Potency, µM (series often up to 28.7 µM), without a hit: top-dose activity change, negative = inhibition, actives largely listed as inhibitors. 320,000 compounds, 6.9% hits; note: potency is the fitted concentration of half-maximal effect; % is set by controls: 0 for no effect and ±100 for the full control effect
#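 Delayed-death screen, second-generation endpoint: infected erythrocytes, 2% hematocrit, 0.05% parasitemia final; 96 hours at 37 C, 5% CO2; luciferase detection reagent; luminescence decrease equals reduced growth.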
# HCV inhibitor: inhibitors of hepatitis C virus infection | Huh7.5.1 HCVcc-Cre infection, luciferase reporter, 44 h | Potency, µM (doses to about 41.8 µM), inactives show top-dose activity change, negative = inhibition, usual class: inhibitors | 340,000 compounds, 3.4% hits; note: potency is the fitted concentration of half-maximal effect; % is set by controls: 0 for no effect and ±100 for the full control effect
#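 Infectious HCV cell culture screen: compound-treated cells (1,000/well, pre-plated 4 h) are infected with HCVcc-Cre at roughly 0.5 moi and grown 44 h. Infection is quantified by luciferase signal after 15 min substrate incubation at room temperature.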
# An asterisk follows results filed as active; ? = inconclusive; . = no result given; & = joins results of further samples; [ ] = another dose, or the depositor's remark. Unless noted, calls come from the whole dose curve; as a rule, active = well fitted curve in the direction sought with a large enough effect; inconclusive = small, poorly fitted or top-dose-only effect, or another doubt; inactive = no such curve, though single readings can be large; an effect the other way counts as inactive or inconclusive.
SMILES,Shiga toxin inh,LmPK inhibitor,TbPYK inhibitor,CHX counter,Pf growth 48h,Pf growth 96h,HCV inhibitor
CN1CCN(S(=O)(=O)c2cccc(C(=O)NC3(C)CCS(=O)(=O)C3)c2)CC1 (configuration not stated),.,.,-3%,.,?,?,-8%
CCCCSc1nc(N)c(C#N)c(-c2cccs2)c1C#N,-6,-1%,-4%,4,?,44%[activator],?
Nc1sccc1C(=O)c1ccccc1,-3,2%,-2%,-2,13%,4%,-19%
CCN(CC(=O)Nc1ccc(NC(C)=O)cc1)C(=O)c1cccc(S(=O)(=O)N2CCc3ccccc3C2)c1,.,.,-22%,.,-1%,?,2%
CN(C)S(=O)(=O)c1cccc(NC(=O)CSc2ncnc3ccccc23)c1,3,10%,0%,11,?,?,7.9µM*
Cc1ccc(-c2nnc(CSc3nnc(COc4cccc5ccccc45)n3-c3ccccc3)o2)cc1,-20,-1%,-3%,2,.,13µM*,?
Cc1ccc(-n2ncc3c(=O)n(-c4ccc(C)c(C)c4)c(C)nc32)cc1,4,-7%,-5%,-4,-19%,107%[activator],-5%
COc1ccc(CN2CCC(C(=O)c3cccc(Cl)c3)CC2)cc1,.,1%,3%,1,?,2%,-9%
CCN(CC(=O)Nc1ccc(C)c(S(=O)(=O)N(C)C)c1)Cc1ccccc1,12,-3%,37%[activator],11,.,?,?
CC(=O)Nc1ccc(-n2nnnc2SCC(=O)NCc2cccs2)cc1,3,-7%,0%,-5,-7%,5%,4%
Cc1nc(SCC(=O)O)c2oc3ccccc3c2n1,-13,0%,9%,-1,15%,?,8%
O=C(COc1cccc2cccnc12)NNC(=S)Nc1ccccc1,9,-5%,.,2,-22%,0.66µM*,.
CCCn1c(C(C)NC(=O)c2ccccc2)nc2ccccc21 (configuration not stated),9,1%,0%,-2,-9%,?,-17%&-9%
CCCCn1c(O)c(C=NCCCN(C)C)c(=O)[nH]c1=O,9,2%,-1%,0,?,34%,-2%
Cc1ccc(-n2c(SCC(=O)NCC3CCCO3)nc3ccccc3c2=O)cc1C (configuration not stated),.,.,-8%,.,?,?,-21%
O=C(Nc1ccc2c(c1)nc1n2CCN(C2CCCCC2)C1)c1ccco1,19,1%,2%,5,?,?,-10%
O=C(CCn1c(=O)sc2ccccc21)Nc1cccnc1,8,0%,7%,5,24%,?,1%
COCCNC(=O)CN1C(=O)NC2(CCCCCC2)C1=O,-5,0%,4%,-2,0%,16%,14%
Cn1c(O)c(C=NC2CCCCC2)c(=O)[nH]c1=S,8,1%,-2%,-2,-4%,104%[activator],16%
COc1ccc(/C=N/n2cnnc2SCCO)cc1OC,21,5%,-2%,11,26%,9%,4%

# Grouped by structure: the compounds so far containing an NH in an aromatic ring.
SMILES,Shiga toxin inh,LmPK inhibitor,TbPYK inhibitor,CHX counter,Pf growth 48h,Pf growth 96h,HCV inhibitor
CCCCn1c(O)c(C=NCCCN(C)C)c(=O)[nH]c1=O,9,2%,-1%,0,?,34%,-2%
Cn1c(O)c(C=NC2CCCCC2)c(=O)[nH]c1=S,8,1%,-2%,-2,-4%,104%[activator],16%

# Compound profiles, from the list above:
# `Cc1ccc(-n2ncc3c(=O)n(-c4ccc(C)c(C)c4)c(C)nc32)cc1` in the list: Shiga toxin inh: 4; LmPK inhibitor: -7%; TbPYK inhibitor: -5%; CHX counter: -4; Pf growth 48h: -19%; Pf growth 96h: 107%[activator]; HCV inhibitor: -5%
# `Cc1nc(SCC(=O)O)c2oc3ccccc3c2n1` in the list: Shiga toxin inh: -13; LmPK inhibitor: 0%; TbPYK inhibitor: 9%; CHX counter: -1; Pf growth 48h: 15%; Pf growth 96h: ?; HCV inhibitor: 8%

# Part of the list above, with values under each structure:
# The line under a structure holds: Shiga toxin inh	LmPK inhibitor	TbPYK inhibitor	CHX counter	Pf growth 48h	Pf growth 96h	HCV inhibitor
- CCCn1c(C(C)NC(=O)c2ccccc2)nc2ccccc21 (configuration not stated)
    9	1%	0%	-2	-9%	?	-17%&-9%
- CCCCn1c(O)c(C=NCCCN(C)C)c(=O)[nH]c1=O
    9	2%	-1%	0	?	34%	-2%
- Cc1ccc(-n2c(SCC(=O)NCC3CCCO3)nc3ccccc3c2=O)cc1C (configuration not stated)
    .	.	-8%	.	?	?	-21%
- O=C(Nc1ccc2c(c1)nc1n2CCN(C2CCCCC2)C1)c1ccco1
    19	1%	2%	5	?	?	-10%

# Going on with the list.
SMILES,Shiga toxin inh,LmPK inhibitor,TbPYK inhibitor,CHX counter,Pf growth 48h,Pf growth 96h,HCV inhibitor
O=C(CN1CCOCC1)Nc1ccc([N+](=O)[O-])cc1,-5,3%,-7%,-2,8%,?,19%
Cc1nnsc1-c1c(C(=O)Oc2ccccc2)c(C)nn1-c1ccccc1,-14,4%,8%,1,9.3µM*,13µM*,-17%
CCOCc1nnc(NC(=O)c2c(-c3ccccc3)noc2C)s1,2,1%,-3%,-6,-4%,-23%,2%
CCOC(=O)C(CCCOc1cccc(CC)c1)C(=O)OCC,-19,-12%,2%,-1,.,?,-1%
Cc1cc(C)n(C(=O)CCNC(=O)c2ccccc2Br)n1,18,2%,0%,-1,57%[activator],30%[activator],14%
COc1ccc(C2c3[nH]c4ccccc4c3CCN2Cc2cccn2-c2ncccn2)cc1C (configuration not stated),7,0%,-1%,5,?,22%,?
COc1cc([C@H]2[C@@H]3CCCC[C@]3(O)CCN2CC(=O)Nc2ccc(C)cc2C)ccc1O,-8,7%,11%,-3,?,?,-3%
COc1cccc(C(=O)N=c2sc3cc(S(C)(=O)=O)ccc3n2C)c1,80*,0%,0%,28*,99%[activator],13µM*,-1%
Cc1cccc(NC(=O)/C=C/c2ccc([N+](=O)[O-])s2)c1,21,-11%,-11%,1,?,2.6µM*,11µM*
O=c1c2oc3ccccc3c2ncn1Cc1ccccc1F,33,6%,7%,30*,?,?,1%
CCN(CCC#N)c1ccc(/C=N/Nc2nc(C)cc(=O)[nH]2)c(C)c1,18,-1%,-4%,1,0%,?,?
O=C(O)CC(NC(=O)C12CC3CC(CC(C3)C1)C2)c1cccc(Cl)c1 (configuration not stated),4,-1%,2%,0,-25%,-8%,12%
CCOC(=O)c1ccc(NC(=O)CC2COc3ccccc3O2)cc1 (configuration not stated),-20,-10%,0%,0,0%,?,1%
Cc1cc(C)cc(NC2=NCC(=O)N2Cc2ccccc2)c1,-16,1%,-3%,-2,.,18%,6%
Cc1cc2nn(-c3cccc4ccccc34)nc2cc1N,44*,0%,-12%,22*,?,.,8%
Cc1ccn2cc(C34CC5CC(CC(C5)C3)C4)nc2c1,95*,0%,-3%,35*,20%,?,-18%
CCN1C(=O)/C(=C2/Sc3ccccc3N2CC)S/C1=N\c1ncn[nH]1,-9,1%,-2%,-3,?,22%,?
CCOC(=O)c1c(CSc2ccc(C)cc2)n(C)c2cc(Br)c(O)c(CN(C)C)c12,-4,1%,-26%,1,4.1µM*,10%,?
COc1cc(CN2CCN(c3cc(C)ccc3C)CC2)ccc1O,-7,0%,-1%,-3,10µM*,.,?
COc1ccc2c(c1)cc(C(=O)N[C@H](C(=O)N1CCC[C@H]1C(=O)O)C(C)C)n2C,0,-9%,-5%,1,-10%,1%,9%
O=C(COC(=O)c1ccc2c(c1)S(=O)(=O)c1ccccc1C2=O)NC1CC1,-15,3%,-5%,-1,?,-51%[5.75 µM],-1%
N#Cc1c(-c2ccco2)c2c([nH]c1=S)CCCC2,-4,3%,18µM*,2,-10%,10µM*,-29%
COc1cc(OC)c(OC)cc1/C=C1/Cc2ccccc2C1=O,-6,3%,-12%,-5,4%,?,?
CCCCCC(=O)Cc1cc(O)cc2c1C(=O)Oc1cc(O)c(C(=O)O)c(CCCCC)c1O2,-8,17%,-2%,-3,-5%,?,20%
O=C(c1cc(-c2cccc(Cl)c2)on1)N1CCCC1,71*,-6%,-7%,18*,91%[activator],24%,-14%
NC(=O)c1ccc2c(=O)n3c(-c4cccs4)csc3nc2c1,32*,1%,-4%,25*,49%[activator],33%[activator],-18%
NC(=O)c1ncc(C(F)(F)F)cc1Oc1cccnc1,-5,2%,-1%,-2,4%,?,9%
CCc1ccc(OC(C)C(=O)Nc2ccccc2C(=O)N2CCOCC2)cc1 (configuration not stated),-2,0%,2%,2,-4%,-1%,.
CNC(=O)C[C@@H](N)C(=O)N[C@@H](C(=O)N[C@@H]1C(=O)N2[C@@H]1SC(C)(C)[C@@H]2C(=O)O)c1ccc(O)cc1,.,.,-5%,.,4%,?,.
CCOc1ccc2nc(NC(=O)C34CC5CC(CC(NC(C)=O)(C5)C3)C4)sc2c1,-21,-9%,-5%,-2,4%,?,?
CCCN1CCN(CCCNC(=O)CN2C(=O)c3cccnc3Oc3ccc(Cl)cc32)CC1,-4,6%,-13%,6,-13%,?,24%
CCN(CC)C(=O)C1CCC(CNS(=O)(=O)c2cccc3cccnc23)CC1 (configuration not stated),18,-3%,-1%,7,-2%,15µM*,5%
N#Cc1cccc(NC(=O)CN2C(=O)NC3(CCCCCC3)C2=O)c1,.,.,1%,.,-10%,?,7%
O=C1CN(S(=O)(=O)c2cc(Cl)ccc2Cl)CCN1,11,0%,1%,-3,-17%,7%,1%
CN1C(=O)C(CC(=O)NC2CCCCC2)SC1=Nc1ccccc1 (configuration not stated),5,-1%,-16%,1,6%,5%,10%
O=C(CCC(=O)N1CCOCC1)Nc1nnc(C2CCCCC2)s1,6,15%,-16%,7,.,?,19%
CCCCn1c(N)c(N(CC(C)C)C(=O)C2CC(=O)N(c3ccc(CC)cc3)C2)c(=O)[nH]c1=O (configuration not stated),.,.,-3%,.,?,-15%,5%
O=C(CN1CCOCC1)NCc1cc([N+](=O)[O-])ccc1O,.,7%,-12%,-2,-2%,?,0%
COC(=O)C1=C(C(=O)c2ccccc2)C(c2ccccc2)n2nnnc2N1 (configuration not stated),4,3%,2%,-3,-5%,35%[activator],17%
Cn1c2ccccc2c2cc(/C=N/NC(=O)c3ccc(O)cc3O)ccc21,72*,-3%,-6%,32*,-30%,37%[activator],-2%
Cc1cc(-c2ccccc2)n2ncnc2n1,-3,0%,5%,-1,7%,0%,-12%
O=C(Nc1ccc(-c2cnco2)cc1)c1ccccc1,93*,-7%,2%,47*,94%[activator],151%[activator],-2%
CC1CN(C(=O)C2(C)CC2(Br)Br)CC(C)O1 (configuration not stated),-4,-5%,-5%,1,9%,13%,6%
O=C(COc1nncc2ccccc12)Nc1ccc(F)c(F)c1,21,-1%,7%,-4,15%,?,20%
C=CCc1cccc(/C=N/NC(=O)c2ccc3nc[nH]c3c2)c1O,-2,10%,0%,9,?,?,?
CCOc1ccc2oc(C(=O)NC(C)(C)CC)c(C)c2c1,67*,-1%,5%,48*,121%[activator],54%[activator],-2%
